# E-sel TNF inh: E-selectin induction blockers in HUVEC – imaging, immunofluorescence, high content, primary screen; HUVEC TNFa-induced E-selectin immunofluorescence; inhibition, % at 2 µM; actives 0.71% (n = 120,000);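 active means inhibition above the batch mean plus 3 SD, and confirmed as a hit on visual image review, cut at about 43% in these data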;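 further: 0% = TNF-stimulated DMSO wells and 100% = unstimulated control wells; not every result past the cut was called active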
# MRP-1 activ: H69AR viability gain despite doxorubicin, primary screen, MRP-1 activator project, H69AR cells, CellTiter-Glo; viability rescue; viability increase, % at 10 µM; actives 0.61% (n = 140,000);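 active means viability gain under doxorubicin at or above a set limit, the compound median plus 3 SD, cut at about 4.7% in these data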;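 further: MRP-1 overexpressing cells given doxorubicin 25 µM after compound pretreatment; 18-22 h compound pretreatment then 72 h with doxorubicin before readout; 0% = doxorubicin-only wells and 100% = vehicle-treated cells without doxorubicin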
# Phagocyt inh: inhibitors of macrophage phagocytosis, primary screen, imaging, J774A.1 cells, IgG beads; J774A.1 macrophage IgG-bead phagocytosis; inhibition, % at 5 µM; actives 0.07% (n = 110,000);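 active means inhibition above the mean of the plate negative controls plus 5 SD, cut at about 13% in these data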;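 further: phagocytic index as fraction of beads internalized from green versus red external bead signal; plate controls were DMSO negative control for no effect and cytochalasin-D positive control for full effect; some results beyond the cut were filed as inactive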
# Yeast growth inh: growth inhibitors of yeast BB579 in restrictive medium, primary screen, yeast lifespan-shortening project, S. cerevisiae. OD615, 48 h. inhibition, % at 10 µM. actives 0.51% (n = 140,000);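 active means inhibition above a set limit, 3 SD over the mean compound inhibition, cut at about 44% in these data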; further: inactives centre near -24
#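 System: Saccharomyces cerevisiae DeaD strain BB579, replicative lifespan model yeast. Buffer or medium: restrictive glucose-based CSMM-D medium. Doses: one dose, 10 µM compound with 0.25% DMSO. Timing: 4 h preincubation and 48 h exposure at 30 °C. Detection: turbidity as optical density at 615 nm. Benchmarks: amphotericin B 10 µg/mL, positive.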
# Yeast life ext: compounds extending yeast replicative lifespan, primary screen, S. cerevisiae, OD615. S. cerevisiae growth with nicotinamide; deaD strain in restrictive glucose medium. inhibition of the nicotinamide effect, % at 10 µM. actives 0.68% (n = 130,000). AID 775, 2007;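 active means inhibition above a set limit, placed 3 SD over the median of all compounds, cut at about 26% in these data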;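 further: 0% = nicotinamide-treated wells and 100% = cells grown without nicotinamide; some compounds called inactive have numbers as strong as hits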
#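 assay system = DeaD-strain S. cerevisiae | measured by = absorbance at 615 nm | probe or stimulus = nicotinamide 1.5 mM | buffer or medium = CSMM-D glucose medium, restrictive | times = 48 h at 30 °C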
# GALR2 blocker: GALR2 antagonists in receptor-expressing cells, primary screen; inhibition, % at 4 µM; Galanin receptor type 2 (Homo sapiens), O43603; antagonist mode; actives 0.39% (n = 140,000); in the data active means inhibition above about 27%;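 further: cells stimulated with galanin 1-16 at roughly its EC80; 0% = agonist challenge control and 100% = basal control without agonist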
# Target sequence (O43603 whole entry, looked up): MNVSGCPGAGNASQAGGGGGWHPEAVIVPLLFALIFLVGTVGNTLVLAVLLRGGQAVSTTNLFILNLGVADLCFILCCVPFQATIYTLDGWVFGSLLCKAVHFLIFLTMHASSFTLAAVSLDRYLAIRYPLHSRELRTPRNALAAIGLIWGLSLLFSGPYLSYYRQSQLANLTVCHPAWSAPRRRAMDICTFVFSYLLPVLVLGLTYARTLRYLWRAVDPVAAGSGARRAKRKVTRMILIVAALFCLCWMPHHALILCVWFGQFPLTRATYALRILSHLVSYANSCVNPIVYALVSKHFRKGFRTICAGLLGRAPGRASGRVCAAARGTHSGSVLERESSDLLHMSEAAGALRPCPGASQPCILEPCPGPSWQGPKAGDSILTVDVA
# HCT116 bCat-KO: primary screen for growth suppressors in beta-catenin knockout HCT116 cells (colon tumor, human); actives 1.5% (n = 140,000); HCT116 beta-catenin knockout viability, CellTiter-Glo, 60 h; hits give low values; viability, % at 10 µM;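 active means viability at or under a set limit, the compound median less 4 SD, cut at about 6% in these data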;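 further: 0% = Hyamine 1622 control at 20 µM and 100% = untreated cell control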
# Measles CPE: compounds protecting cells from measles virus cytopathic effect, primary screen, measles RdRp inhibitor project, single point, MLSMR library, absorbance. Measles virus-infected cells, CPE protection. protection (pct of control), % at 4 µM. actives 1.5% (n = 140,000). AID 841, 2007; in the data active means protection mostly above about 24%, no sharp cut-off; inactive means mostly below about 26%; further: some compounds called inactive have numbers as strong as hits
# PTEN del growth: growth suppression of PTEN-null HCT116, primary screen, cell-based, CellTiter-Glo; HCT116 PTEN-null viability, 60 h; hits give low values; viability, % at 10 µM; actives 1.2% (n = 140,000);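 active means viability at or below a set limit, 4 SD under the median of all tested compounds, cut at about 3.7% in these data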;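 further: PTEN knockout HCT116 line with beta catenin targeted HCT116 as companion control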
# NPY-Y2 antag: NPY-Y2 receptor antagonists, primary screen, cell-based | Neuropeptide Y receptor type 2 (Homo sapiens), P49146 | NPY-Y2 expressing cells, antagonist mode | inhibition, % at 2.7 µM | actives 0.99% (n = 140,000) | AID 793, 2007; in the data active means inhibition above about 17%;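 further: 0% = vehicle with agonist challenge and 100% = reference antagonist with challenge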
# Target sequence (P49146 whole entry, looked up): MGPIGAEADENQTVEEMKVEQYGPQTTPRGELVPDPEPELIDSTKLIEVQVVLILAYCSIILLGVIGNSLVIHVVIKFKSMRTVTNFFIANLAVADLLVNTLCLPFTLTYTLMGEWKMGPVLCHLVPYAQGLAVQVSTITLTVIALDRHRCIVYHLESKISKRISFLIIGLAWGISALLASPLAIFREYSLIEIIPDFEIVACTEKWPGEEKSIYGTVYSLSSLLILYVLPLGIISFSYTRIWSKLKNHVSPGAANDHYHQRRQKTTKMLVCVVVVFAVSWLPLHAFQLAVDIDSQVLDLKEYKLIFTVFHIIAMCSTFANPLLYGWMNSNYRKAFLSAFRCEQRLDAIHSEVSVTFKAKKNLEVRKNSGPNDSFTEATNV
# Active calls of the source: *; / = no result given. Hits appear at their usual frequency; about 6.1% have a hit in one of these screens.
SMILES,E-sel TNF inh,MRP-1 activ,Phagocyt inh,Yeast growth inh,Yeast life ext,GALR2 blocker,HCT116 bCat-KO,Measles CPE,PTEN del growth,NPY-Y2 antag
CCOC(=O)N1CCN(C(=O)C2CCN(S(=O)(=O)c3ccccc3)CC2)CC1,-3,-0.4,0,-13,-12,0,87,9,82,2
CCOC(=O)N/N=C1\CC(C)CC(C)(C)C1 (stereo unspecified),/,2.7,-5,-36,6,5,90,2,103,1
CC(O)CNc1nc2c(c(=O)n(C)c(=O)n2C)n1Cc1cccc(C(F)(F)F)c1 (stereo unspecified),-23,-1.0,-1,-20,-5,-5,83,2,83,-3
COc1ccc(NC(=O)COn2nnc3ccc(Cl)cc32)cc1OC,4,-2.8,0,-24,-12,-10,88,-1,83,-2
CCC(C)C(=O)Nc1cc(C(=O)OC)cc(C(=O)OC)c1 (stereo unspecified),7,-0.5,-1,-18,-18,-4,117,3,101,3
CCn1c(-c2csc3c2CCC(C)C3)n[nH]c1=S (stereo unspecified),/,0.9,-13,-10,1,5,85,23,91,5
CC1CCCC(NC(=O)COC(=O)[C@@H]2CC(O)CN2S(=O)(=O)c2ccc3c(c2)OCCO3)C1C (stereo partly specified),-41,-0.4,/,-20,6,-6,96,11,103,1
Cc1cc(-c2ccccc2)n2ncc(C#N)c2n1,/,-1.4,0,24,-12,-12,88,15,100,2
O=C(CSc1nc2ccccc2n1-c1ccccc1)NCC1CCCO1 (stereo unspecified),-19,-1.8,0,-20,-12,-5,103,25,96,4
Cc1nnc(-c2ccccc2)nc1N1CCOCC1,27,-3.7,-1,-40,-24,-8,111,5,87,1
CCOC(=O)c1c(NC(=O)c2nc3n(n2)C(C(F)F)CC(C)N3)sc2c1CCCC2 (stereo unspecified),/,-1.6,0,-38,-10,-12,89,4,84,2
Nc1nnc(-c2ccccc2)c(-c2ccccc2)n1,-32,-0.2,0,-28,-4,9,90,0,90,0
Cc1ccc(C(=O)OCC(=O)Nc2sc3c(c2C#N)CCCC3)cc1NC(=O)c1ccco1,21,-1.1,-1,-22,-10,-6,92,5,98,5
Fc1ccc(-c2nnc(SCc3ncc(-c4ccccc4)o3)n2CC2CCCO2)cc1 (stereo unspecified),/,-2.4,0,-25,-3,8,94,7,90,2
CC1CCN(C(=S)Nc2ccc3nc4n(c(=O)c3c2)CCCCC4)CC1,6,-1.1,-6,-26,4,8,80,4,88,1
Cc1cc(C)n(-c2nc(NC(C)C)nc(NC(C)C)n2)n1,-16,-0.8,/,-39,-8,15,42,6,57,1
CC(C)(C)C1CCC(=NNC(=O)c2cc(-c3ccccc3)n[nH]2)CC1 (stereo unspecified),10,-0.7,0,-17,-1,-1,103,5,105,0
COc1ccc([N+](=O)[O-])cc1NC(=O)c1ccc(CN(c2ccc(C)c(C)c2)S(C)(=O)=O)cc1,/,-1.9,-4,-7,-1,15,87,3,87,5
CC(=O)c1cccc(NC(=O)c2ccc(N(Cc3ccccc3C)S(C)(=O)=O)cc2)c1,-18,-3.8,/,-42,/,9,56,3,48,-2
CCn1c(SCC(=O)N2CCOCC2)nnc1-c1cccs1,-21,-0.9,0,-31,-13,0,95,5,104,2
Cc1ccc(C(=O)OCC(=O)NC(=O)c2cccn2C)cc1,2,0.5,-1,-36,0,-10,99,7,104,9
O=C(CNc1cc(S(=O)(=O)N2CCCC2)ccc1OCC(F)(F)F)Nc1ccc(SC(F)F)cc1,/,-3.7,-5,-59,0,-1,43,7,45,-1
O=C1N(Cc2ccccc2)CCCC12CCCN(Cc1ccccc1)C2=O,4,-0.3,2,-29,-4,3,101,3,99,1
O=C(Oc1ccc(F)cc1C(=O)/C=C/c1cccs1)c1cccc([N+](=O)[O-])c1,28,-1.6,/,-56,-5,11,60,10,50,9
Cc1ccc(S(=O)(=O)N2CCOCC2)cc1C(=O)Nc1ccc(-c2cn3ccsc3n2)cc1,-17,-3.9,0,-19,-15,6,50,9,33,2

# Remaining list, next part:
SMILES,E-sel TNF inh,MRP-1 activ,Phagocyt inh,Yeast growth inh,Yeast life ext,GALR2 blocker,HCT116 bCat-KO,Measles CPE,PTEN del growth,NPY-Y2 antag
COC(=O)c1ccc(C(C(=O)NC2CCCCC2)N(Cc2ccc(F)cc2)C(=O)Cc2cccs2)cc1 (stereo unspecified),/,-1.9,-4,-23,-2,-1,76,11,82,19*
CC(C)CNC(=O)c1cc([N+](=O)[O-])ccc1N1CCCCC1,-17,-1.3,-1,-13,0,4,87,20,85,10
Cc1cc(S(=O)(=O)N2CCN(c3ccccc3C)CC2)ccc1F,5,1.6,0,-14,-10,0,68,5,73,13
CCC(C)(C)n1nnnc1C(c1cccs1)N1CCN(Cc2ccccc2)CC1 (stereo unspecified),12,-0.6,-1,-58,10,13,84,31,94,15
O=C(N/N=C/c1ccc(-c2ccccc2[N+](=O)[O-])o1)c1cncc(Br)c1,3,-3.9,-9,3,-3,20,81,9,83,3
Cc1ccc(-n2cc(C(C)(C)C)[nH]c2=S)cc1,2,1.1,0,-38,1,2,89,2,87,3
Cc1ccc(S(=O)(=O)NNC(=O)c2ccccc2O)cc1,5,-3.5,/,-22,5,-15,102,8,98,2
CCOC(=O)Cn1c(N2CCOCC2)nc2c1c(=O)[nH]c(=O)n2C,-17,-0.7,1,-45,-10,1,103,5,98,-3
O=C1c2ccccc2-c2ccc(C(=O)N3CCOCC3)cc21,-8,-0.7,3,-8,-11,-2,98,2,93,2
C=CCn1c(SC(C)C(=O)NCc2ccc3c(c2)OCO3)nnc1C1CCCCC1 (stereo unspecified),/,-3.6,-1,4,-22,17,74,16,80,20*
Cc1ccc(/C=N/N=C2/NC(=O)C(CC(=O)Nc3ccc(Cl)cc3)S2)o1 (stereo unspecified),/,-1.4,-3,-19,1,4,100,7,98,-2
CS(=O)(=O)N(CC(=O)NCCc1ccccc1)C1CCCCC1,19,0.2,0,-37,-7,-9,96,5,94,6
O=C(Nn1cnnc1)C1CCCN1S(=O)(=O)c1ccc(F)cc1 (stereo unspecified),1,-2.3,1,-22,6,9,100,5,97,0
CC(C)(C)NS(=O)(=O)c1cccc(S(=O)(=O)c2cccc(S(=O)(=O)NC(C)(C)C)c2)c1,-26,-2.2,/,-1,-15,7,20,5,25,3
COC(=O)CNc1nc(-c2ccncc2)nc2ccccc12,-26,-0.4,1,-4,-20,1,90,4,90,5
CC1CCCCN1Cc1nc2ccccc2c(=O)[nH]1 (stereo unspecified),-18,-2.2,/,1,-23,8,92,6,96,5
O=C1[C@@H]2C(c3ccccc3Cl)=NO[C@@H]2C(=O)N1Cc1ccccc1,-12,2.7,-1,18,-23,-10,107,17,100,1
COc1ccc(CCNS(=O)(=O)c2ccc3c(c2)CC(C)N3C(C)=O)cc1OC (stereo unspecified),-2,-1.3,/,-4,-3,-4,91,38*,91,3
O=C(NC1CCS(=O)(=O)C1)/C(=C/c1ccc(Cl)cc1)NC(=O)c1ccccc1 (stereo unspecified),-10,-1.9,-4,-36,0,5,83,7,90,1
Cc1ccc(NC2=NC(c3ccc(C)cc3)n3c(nc(C)cc3=O)N2)cc1 (stereo unspecified),/,-0.3,0,-44,-1,2,108,19,85,5
Cc1ccc(NC(=O)COC(=O)CCc2c[nH]c(=O)[nH]2)cc1,26,-1.5,0,-14,-10,-5,108,6,96,0
CCNC(=S)N1CCN(c2ncccn2)CC1,9,-2.0,-3,-10,0,-1,103,21*,95,2
Cc1cc(C(=O)Nc2sc3c(c2C#N)CCC(C(C)(C)C)C3)no1 (stereo unspecified),/,0.6,0,-34,-13,10,33,10,40,5
O=C(c1cc(-c2cccs2)on1)N1CCN(c2ccccc2)CC1,23,-1.4,1,-36,-20,7,114,/,107,13
CC(C)N(CC(N)=O)C(=O)Cc1coc2cc3c(cc12)CCC3,/,0.0,-4,-26,-3,-6,81,8,86,1

# (further entries)
SMILES,E-sel TNF inh,MRP-1 activ,Phagocyt inh,Yeast growth inh,Yeast life ext,GALR2 blocker,HCT116 bCat-KO,Measles CPE,PTEN del growth,NPY-Y2 antag
COC(=O)c1cn(-c2ccccc2)c(C)c1C(=O)OC,10,-3.1,/,-4,/,-4,94,8,107,2
CCC(CC)C(=O)NCc1ccc2c(c1)cc(C)n2C,/,-1.8,/,5,-6,0,92,23,104,3
CCOC(=O)c1ccccc1NS(=O)(=O)c1ccccc1,-12,-1.8,-4,-39,-7,1,81,7,73,1
O=C1CCC(=O)N1c1nc2n(n1)C(c1ccccc1)C=C(c1ccc(Br)cc1)N2 (stereo unspecified),-14,1.1,0,-31,-17,8,88,0,81,0
CCOC(=O)CCSc1nc(C)c2cc(C)ccc2n1,29,0.0,0,-7,-7,-13,90,8,88,9
COCc1[nH]nc2c1C(c1c(F)cccc1Cl)C(C#N)=C(N)O2 (stereo unspecified),-4,-1.4,2,-28,-7,2,91,4,102,0

# Compounds from the list above with a thiophene ring, fused or not:
SMILES,E-sel TNF inh,MRP-1 activ,Phagocyt inh,Yeast growth inh,Yeast life ext,GALR2 blocker,HCT116 bCat-KO,Measles CPE,PTEN del growth,NPY-Y2 antag
CCn1c(-c2csc3c2CCC(C)C3)n[nH]c1=S (stereo unspecified),/,0.9,-13,-10,1,5,85,23,91,5
CCOC(=O)c1c(NC(=O)c2nc3n(n2)C(C(F)F)CC(C)N3)sc2c1CCCC2 (stereo unspecified),/,-1.6,0,-38,-10,-12,89,4,84,2
Cc1ccc(C(=O)OCC(=O)Nc2sc3c(c2C#N)CCCC3)cc1NC(=O)c1ccco1,21,-1.1,-1,-22,-10,-6,92,5,98,5
CCn1c(SCC(=O)N2CCOCC2)nnc1-c1cccs1,-21,-0.9,0,-31,-13,0,95,5,104,2
O=C(Oc1ccc(F)cc1C(=O)/C=C/c1cccs1)c1cccc([N+](=O)[O-])c1,28,-1.6,/,-56,-5,11,60,10,50,9
COC(=O)c1ccc(C(C(=O)NC2CCCCC2)N(Cc2ccc(F)cc2)C(=O)Cc2cccs2)cc1 (stereo unspecified),/,-1.9,-4,-23,-2,-1,76,11,82,19*
CCC(C)(C)n1nnnc1C(c1cccs1)N1CCN(Cc2ccccc2)CC1 (stereo unspecified),12,-0.6,-1,-58,10,13,84,31,94,15
Cc1cc(C(=O)Nc2sc3c(c2C#N)CCC(C(C)(C)C)C3)no1 (stereo unspecified),/,0.6,0,-34,-13,10,33,10,40,5
O=C(c1cc(-c2cccs2)on1)N1CCN(c2ccccc2)CC1,23,-1.4,1,-36,-20,7,114,/,107,13

# Screens as filed in PubChem.
